D1 agonist: agonists of human D1 dopamine receptor | P21728 | HEK293 T-REx D1 cells, calcium flux, agonist mode | activation, % at 2 µM | 360,000 tested, 1% active | AID 504660; further: 0% is about no effect
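Agonism was scored from calcium flux recorded over 180 s (1 read/s) after pintool compound addition, following a 10-cycle baseline. Cells were inducible force-coupled HEK293 TREx D1, plated overnight at 30 C and loaded with no-wash calcium dye.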
D2 antag: antagonizes the human D2 dopamine receptor; HEK293 TREx D2 cells, calcium flux, dopamine EC80; inhibition, % at 10 µM; 340,000 tested, 2% active; AID 485344; in the data active means inhibition above about 30%; further: 0% is about no effect
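Overnight-induced (tetracycline, 30 C) HEK293 T-REx cells carrying force-coupled D2 receive a no-wash calcium dye, then compound, then EC80 dopamine at 180 s; signals are read kinetically throughout.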
D2 ag: D2 dopamine receptor (human) agonism; activation, % at 2 µM; HEK293 T-REx D2 cells, calcium flux agonist mode; P14416; AID 485358; 340,000 tested, 0.53% active;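 active means activation over 3 SD above normal in the single-dose calcium agonist read, cut at about 30% in these data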; further: 0% is about no effect
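In this primary screen, compounds producing a positive calcium signal within 180 s of addition to tetracycline-induced, force-coupled HEK293 Trex D2 cells are flagged; cells are dye-loaded with a no-wash calcium kit beforehand.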
D1 potentiator: human D1 dopamine receptor positive modulation; P21728; HEK293 TREx D1 cells, calcium flux, dopamine EC20 potentiation; potentiation, % at 10 µM; 360,000 tested, 0.036% active; in the data active means potentiation above about 30%; further: 0% is about no effect
D2 PAM: positively modulates the human D2 dopamine receptor allosterically | P14416 | HEK293 T-REx D2, calcium flux, EC20 dopamine potentiation | potentiation, % at 10 µM | 340,000 tested, 0.34% active | AID 485347;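 active means potentiation over 3 SD above the plate norm, cut at about 30% in these data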; further: 0% is about no effect
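Using a no-wash calcium dye in inducible, force-coupled HEK293 Trex cells expressing D2, we tracked fluorescence each second for 180 s after compound, then for 180 s after EC20 dopamine to detect augmented signalling.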
TRHR agonist: TRH receptor (human) agonism; P34981; TRHR cells, calcium flux fluo-8, FDSS agonist mode; activation, % at 2 µM; 360,000 tested, 0.18% active; further: 0% is about no effect
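In this calcium-flux screen, cells bearing human TRHR are dye-loaded with fluo-8, baselined for 10 cycles, then exposed to library compounds; positive kinetic calcium responses during the agonist phase mark hits, with TRH as control.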
RXFP1 antagonist: RXFP1 (human) relaxin receptor antagonism; HEK293-RXFP1, relaxin-stimulated cAMP HTRF, 30 min; active compounds read low; activity change, negative = inhibition, % at 57.5 µM; 350,000 tested, 0.59% active; AID 1259400;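 active means activity change of -60% or lower, but not beyond a set lower limit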; further: on the % scale 0 is the no-effect control and ±100 the full control effect
Target sequence (Q9HBX9 whole entry, looked up): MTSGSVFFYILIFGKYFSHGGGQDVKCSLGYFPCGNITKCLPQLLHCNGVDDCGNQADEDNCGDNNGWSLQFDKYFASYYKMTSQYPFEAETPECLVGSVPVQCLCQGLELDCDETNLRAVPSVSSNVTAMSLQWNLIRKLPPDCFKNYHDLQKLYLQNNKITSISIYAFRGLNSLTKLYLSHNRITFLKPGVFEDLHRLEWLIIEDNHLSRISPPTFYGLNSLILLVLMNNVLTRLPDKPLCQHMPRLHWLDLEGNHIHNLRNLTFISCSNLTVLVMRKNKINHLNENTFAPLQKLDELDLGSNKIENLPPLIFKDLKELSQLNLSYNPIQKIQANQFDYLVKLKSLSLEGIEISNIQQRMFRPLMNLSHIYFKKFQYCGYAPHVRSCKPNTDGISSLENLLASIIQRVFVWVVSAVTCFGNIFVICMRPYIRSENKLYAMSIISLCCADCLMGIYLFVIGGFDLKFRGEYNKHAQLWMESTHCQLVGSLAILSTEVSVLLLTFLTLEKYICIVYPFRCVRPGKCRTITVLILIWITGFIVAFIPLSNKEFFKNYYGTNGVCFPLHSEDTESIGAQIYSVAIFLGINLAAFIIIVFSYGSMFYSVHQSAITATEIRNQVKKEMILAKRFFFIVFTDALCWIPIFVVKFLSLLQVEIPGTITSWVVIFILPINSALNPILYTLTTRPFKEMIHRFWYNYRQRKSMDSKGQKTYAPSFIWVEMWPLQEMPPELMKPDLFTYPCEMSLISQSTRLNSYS
D1 antag: blocks dopamine activation of the human D1 receptor; P21728; 360,000 tested, 3.2% active; activity change, negative = inhibition, % at 10 µM; HEK293 TREx D1 cells, calcium flux, dopamine EC80; active compounds read low; AID 504652; in the data active means activity change below about -30%; further: on the % scale 0 is the no-effect control and ±100 the full control effect
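Antagonism measured as reduced calcium response to an EC80 dopamine addition following 180 s compound pre-read; cells were inducible HEK293 Trex D1 plated overnight at 30 C, read kinetically at 1 cycle/sec.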
TRHR PAM: allosterically enhances the human TRH receptor. 360,000 tested, 0.66% active. AID 493056. TRHR cells, fluo-8 calcium fluorescence, EC20 TRH enhancement. P34981. enhancement, % at 2 µM; in the data active means enhancement above about 30%; further: 0% is about no effect
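TRHR-expressing cells loaded with fluo-8 calcium dye were read kinetically (ex 480/em 530) during compound addition, then stimulated with an EC20 of TRH (10 nM final). Enhancement of the Gq-mediated intracellular calcium response was scored.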
Active calls of the source: *; . = not tested or not shown; & = joins results of further samples. Unless noted, no stated cut-off is given here; in the data, active means activation above about 30%; inactive means the rest.

SMILES	D1 agonist	D2 antag	D2 ag	D1 potentiator	D2 PAM	TRHR agonist	RXFP1 antagonist	D1 antag	TRHR PAM
CC(=O)c1sc(N2CCOCC2)nc1-c1ccccc1	1	22	1.3	-3	6	-0.1	-10	4	0
Cc1[nH]n(-c2ccc(Cl)cc2)c(=O)c1/C=N/n1c(C)nc2ccccc2c1=O	0	23	2.2	-2	6	0.0	0	-5	-4
C/C(=N\O)C(C)(C)NC(=O)Nc1ccc(Cl)cc1	0	26	0.8	-6	-3	0.6	0	30	-2
Cc1cc(=O)[nH]c2nnc(SCC(=O)N3CC(C)OC(C)C3)n12 (configuration not stated)	3	10	0.9	-4	8	-0.1	-16	33	-1
COC(=O)C(C#N)C(c1cccnc1)c1c(C)[nH][nH]c1=O (configuration not stated)	1	-7	0.6	1	22	0.4	-8	10	0
CCOc1ccccc1NC(=O)Cn1c(=O)n(-c2ccc(C)c(C)c2)c(=O)c2oc3ccccc3c21	0	.	0.7	3	1	0.1	5	8	-4
COc1cccc(OC)c1C(=O)Nc1ccccc1C(=O)N1CCOCC1	3	-3	0.4	-6	-4	0.8	-23	7	3
COC(=O)c1sc2ccccc2c1C(=O)OC	2	9	1.2	-2	-8	1.1	-6	-12	7
CCn1nc(C(=O)OCC(=O)c2ccc(F)cc2)c2ccccc2c1=O	0	-5	0.2	-1	.	-0.3	-2	-7	2
CN(C(=O)Cn1nc(Cc2cccnc2)c2ccccc2c1=O)c1cccc(C(F)(F)F)c1	1	.	.	-1	0	-0.3	13	-2	-7
CCOC(=O)N1CCN(CC(=O)Nc2cc3c(cc2C(C)=O)OCO3)CC1	1	8	15	-5	7	0.4	-5	3	-2
Cc1cc(N2CCN(C)CC2)nc2ccc(NC(=S)N3CCN(c4ccc(Cl)cc4)CC3)cc12	2	7	1.4	-15	-11	0.0	-4	-27	-4
O=C(O)C1CCCCC1C(=O)Nc1ccccc1F (configuration not stated)	5	-7	-1.9	-3	3	-2.2	-13	-11	2
COc1ccccc1NCC(=O)n1nc(C)cc1C	2	.	.	2	.	-0.2	0	-2	0
Cn1cnnc1Sc1nc2c(c(=O)n(C)c(=O)n2C)n1Cc1ccccc1Cl	2	15	0.8	6	-1	0.3	-10	1	1
Cc1ccc(-n2ncc3c(=O)n(CC(=O)NCc4ccco4)cnc32)cc1C	6	1	-0.9	-4	16	0.8	.	7	-5
COc1ccc(/C=N/N=C/c2ccc(OC)cc2)cc1	1	2	0.6	2	-2	0.7	1	4	-3
COc1ccc(OCc2nc(C#N)c(NCCCn3ccnc3)o2)cc1	1	2	0.9	0	-2	-0.4	-17	6	-3
CN(C)CCN1CCc2ccccc21	1	22	-0.7	-3	3	1.6	-9	-11	-7
COC(=O)c1ccc(C23CC4(C2)[C@H](CN(C)[C@@H]4c2ccccc2)C3c2ccc(Cl)nc2)cc1 (some centres not stated)	4	10	0.2	3	-7	0.2	.	27	1
CC(=O)c1c(N2CCOCC2)nc(=S)n(-c2ccccc2)c1C	3	-2	0.1	5	1	1.3	-13	4	17
Cc1cc(=O)oc2cc(OCCSCCN3CCCC3)ccc12	2	3	-1.2	-6	-11	0.6	-10	-26	-5
CCC(=O)N(CCc1ccccc1)Cc1cc2cc3c(cc2[nH]c1=O)OCO3	1	3	0.2	-5	-6	0.1	3	5	5
CC(C)(C)C(=O)CSc1ncnc2sc3c(c12)CCC3	1	-11	1.1	2	28	-0.7	3	-6	0
Nc1cc(=O)nc(SCC(=O)Nc2ccc(F)cc2)n1-c1cccc(Cl)c1	2	.	.	-1	0	-1.9	-4	0	6
O=C(O)C1CCN(S(=O)(=O)Cc2ccccc2)CC1	5	-27	0.5	4	11	1.0	3	-8	5
Cc1cccc(C)c1NC(=O)C(NC=O)c1ccccc1Cl (configuration not stated)	1	-9	-0.6	2	-18	-0.3	-8	-83*	1
COc1ccc(NC(=O)COc2ccc3c(C)cc(=O)oc3c2)cc1S(=O)(=O)N1CCCCC1	3	9	0.3	-1	2	-0.2	9	6	0
CCn1c2ccccc2c2nnc(SCc3cc(=O)n4ccsc4n3)nc21	0	6	0.9	-4	-6	0.9	.	-7	-1
COc1ccc(S(=O)(=O)N2CCC(C)CC2)cc1OC	0	-7	-0.2	2	6	0.3	11	-2	3
COc1ccc(NC(=O)CSCc2cc(=O)c3cc(C)ccc3[nH]2)cc1	1	.	0.1	-3	-1	-0.4	-6	-13	-11
COc1cc(C2C(C#N)=C(N)Oc3cc(C)n(CCc4ccccc4)c(=O)c32)cc2c1OCO2 (configuration not stated)	4	5	-0.1	-6	0	-0.8	5	10	1
CCc1ccccc1NC(=O)Cn1c(=O)n(Cc2ccc3c(c2)OCO3)c(=O)c2ccc(C(=O)NC3CCCCC3)cc21	18	.	-0.7	-2	-3	-1.0	.	4	27
CCN(CC)S(=O)(=O)c1ccc2[nH]c(=O)cc(C(=O)Nc3ccccc3N3CCCC3)c2c1	0	.	.	0	8	0.0	-8	-3	-1
CCOC(=O)C1CCN(c2nc3ccccc3nc2C(C#N)C(=O)OC(C)C)CC1 (configuration not stated)	6	-17	3.7	8	-1	2.2	9	-1	-8
CC1=NCCN1S(=O)(=O)c1cc(Cl)ccc1Cl	5	2	1.0	-3	-13	-0.5	-11	24	2
O=C(CN(C1CCCCC1)S(=O)(=O)c1ccc(Cl)cc1)NCc1cccnc1	-1	-4	-0.7	2	-6	0.0	5	1	0
COc1ccc(C2C(C(=O)NCc3cccnc3)c3cc(OC)c(OC)cc3C(=O)N2C)cc1 (configuration not stated)	2	-23	-2.3	-5	21	-1.1	8	2	16
O=C(c1cc(F)ccc1F)C1CCCN(C(=O)c2ccc3nccnc3c2)C1 (configuration not stated)	4	-5	0.1	-8	12	0.0	1	-1	-3
COC(=O)c1[nH]c2c(c1C)C(=O)CC(c1ccc(C)cc1)C2 (configuration not stated)	2	32*	-0.3	-11	-1	0.3	-5	-25	-3
O=C(COC(=O)/C=C/c1ccco1)NCc1ccc2c(c1)OCO2	3	-4	0.0	-5	-3	0.4	-24	-6	-9
Cc1ccc(Oc2nc3ccccn3c(=O)c2/C=C(\C#N)C(=O)Nc2c(C)n(C)n(-c3ccccc3)c2=O)cc1	1	2	2.5	11	-5	-0.1	13	3	0
COc1ccc(CNC(=S)Nc2ccc(OC)cc2)cc1	11	11	-0.6	-1	-6	-0.3	-2	-10	-3
CCN(C(=O)CN1C(=O)S/C(=C\C=C\c2ccccc2)C1=O)C1CCS(=O)(=O)C1 (configuration not stated)	5	-17	-0.3	4	8	0.7	-1	7	9
COc1ccc(NC(=O)c2cc3ccc(O)cc3o/c2=N\O)cc1	-1	-4	-0.3	-5	0	0.5	-4	-14	-2

Profiles, quoted from the list. Order of screens: D1 agonist, D2 antag, D2 ag, D1 potentiator, D2 PAM, TRHR agonist, RXFP1 antagonist, D1 antag, TRHR PAM
Entry for `CC(C)(C)C(=O)CSc1ncnc2sc3c(c12)CCC3` : 1, -11, 1.1, 2, 28, -0.7, 3, -6, 0
Entry for `CCc1ccccc1NC(=O)Cn1c(=O)n(Cc2ccc3c(c2)OCO3)c(=O)c2ccc(C(=O)NC3CCCCC3)cc21` : 18, ., -0.7, -2, -3, -1.0, ., 4, 27
Entry for `Nc1cc(=O)nc(SCC(=O)Nc2ccc(F)cc2)n1-c1cccc(Cl)c1` : 2, ., ., -1, 0, -1.9, -4, 0, 6
Entry for `COc1cc(C2C(C#N)=C(N)Oc3cc(C)n(CCc4ccccc4)c(=O)c32)cc2c1OCO2` (configuration not stated) : 4, 5, -0.1, -6, 0, -0.8, 5, 10, 1

Other results
SMILES	D1 agonist	D2 antag	D2 ag	D1 potentiator	D2 PAM	TRHR agonist	RXFP1 antagonist	D1 antag	TRHR PAM
O=C1CN(C(=O)OCc2ccccc2)c2ccccc2N1	1	-22	-0.1	1	14	-0.4	-5	2	-4
CCN(CC)S(=O)(=O)c1ccc(OC)c(NC(=O)CSc2cc(Cl)ccc2Cl)c1	9	1	-0.3	0	1	1.4	13	-5	-6
COc1cc2c(cc1OC)C(C)N(C(=O)c1c(-c3ccccc3)noc1C)CC2 (configuration not stated)	1	-6	0.0	-7	-1	-0.1	-7	-8	-3
COc1ccc(NC(=O)CSc2nc(N)c3cc4c(nc3n2)CCCC4)c(OC)c1	0	-7	0.6	-2	-4	0.9	-22	3	0
O=C(Nc1cccc(F)c1)c1ccccc1-c1ccccc1	1	-12	-1.6	-1	3	-0.2	3	4	6
CC(=O)Nc1ccc(NC(=O)C(C)OC(=O)CNC(=O)c2ccc(-c3ccccc3)cc2)cc1 (configuration not stated)	-1	.	.	-7	.	0.2	-14	3	8
O=C(c1ccco1)c1nnn(Cc2ccccc2)c1-c1ccccc1	4	-1	1.0	-9	13	0.0	-18	7	-5
COc1cc(C(=O)NC2CCCCC2)ccc1OCc1ccc(Cl)cc1Cl	3	0	1.1	-4	-7	0.2	-18	10	3
FC(F)(F)c1cnc(/C=C/Nc2ccccc2Cl)c(Cl)c1	3	-9	-0.4	4	16	0.1	-8	9	1
CCCc1cc(=O)[nH]c(SCC(=O)OCc2ccccc2)n1	-1	8	-1.3	-5	0	-0.3	1	6	-1
COc1ccccc1CCNC(=O)c1cc(-c2ccncc2)nc2ccc(Br)cc12	3	12	-0.8	6	-1	-0.2	-9	1	-5
CCOC(=O)C1(Cc2cccc(OC)c2)CCN(Cc2cc(OC)ccc2OC)CC1	4	-20	1.2	1	-18	1.2	9	1	11
COc1ccccc1CNC(=O)CCc1c(C)nc2cc(-c3ccccc3OC)nn2c1C	3&-1	-6	-0.4&-0.8	-1&-4	12&-2	-0.3&-0.6	-23	-6&4	14&-10
CCN(CC)C(=O)Nc1ccccc1C	1	-14	-1.9	1	29	-0.4	-1	-13	4
CCOC(=O)c1ccccc1NC(=O)COC(=O)C(Cc1c[nH]c2ccccc12)NC(C)=O (configuration not stated)	3	-7	-1.3	2	-2	-1.2	-8	5	16

Overlap with the part before: 3 entries, then new ones.
SMILES	D1 agonist	D2 antag	D2 ag	D1 potentiator	D2 PAM	TRHR agonist	RXFP1 antagonist	D1 antag	TRHR PAM
COc1ccccc1CNC(=O)CCc1c(C)nc2cc(-c3ccccc3OC)nn2c1C	3&-1	-6	-0.4&-0.8	-1&-4	12&-2	-0.3&-0.6	-23	-6&4	14&-10
CCN(CC)C(=O)Nc1ccccc1C	1	-14	-1.9	1	29	-0.4	-1	-13	4
CCOC(=O)c1ccccc1NC(=O)COC(=O)C(Cc1c[nH]c2ccccc12)NC(C)=O (configuration not stated)	3	-7	-1.3	2	-2	-1.2	-8	5	16
NC(=O)C1CCN(c2c([N+](=O)[O-])cc(C(F)(F)F)cc2[N+](=O)[O-])CC1	3	-18	5.4	0	3	-0.3	-3	10	4
CN1CCC(=O)N([C@H](CO)Cc2ccccc2)CC1	1	16	-0.9	-3	5	0.6	.	-1	-8
Cc1c(Cl)cccc1NC(=O)C(C)n1nc(C)c2c(C)n(-c3ccccc3)nc2c1=O (configuration not stated)	2	.	-0.8	-2	-3	-0.2	-5	9	-3
C=C(C)Cn1c(NCCC)nc2c1c(=O)n(C)c(=O)n2C	0	-5	0.7	-8	3	-0.6	.	-3	6

Screens as filed in PubChem BioAssay.
